Screens (PubChem)
SR-BI DiI inh: blocks mouse SR-BI lipid uptake from DiI-HDL; inhibition, % at 12.5 µM; Q61009; AID 488896; hit rate 0.96% among 320,000; ldlA[mSR-BI] CHO cells, DiI-HDL uptake fluorescence, 3 h;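 active = mean replicate inhibition of at least 70% and a set share of replicates each scoring 70 or more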;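 note: 0% = median of neutral control wells and 100% = median of positive control wells; values of inactives mirror those of a sister screen read the other way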
MITF act: increases MITF-driven TRPM1 promoter luciferase signal; SK-MEL-5 TRPM1-promoter luciferase, 24 h; % of positive control, neutral wells = 0; activation, % at 12.5 µM; hit rate 0.75% among 300,000; AID 588334;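 active = mean activation of at least 80% with every replicate also reaching 80%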;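 note: 0% = neutral control wells and 100% = parthenolide positive control wells; values of inactives mirror those of a sister screen read the other way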
CDK5 inh: blocks human CDK5/p35 kinase activity. Recombinant CDK5/p35, ADP-Glo luminescence, 60 min. inhibition, % at 10 µM. hit rate 0.01% among 330,000;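 active = highest replicate inhibition of at least 50% and at least 75% of replicates reaching 50%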;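 note: plate controls were DMSO neutral control for no effect and GW8510 at 10 µM for full effect; many of its hits are not listed in these tables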
Pemphigus Ab inh: human desmoglein-3 autoantibody binding inhibition; P32926; DSG3-coupled beads, scFv-anti-DSG3-GFP binding, flow cytometry; hits give low values; binding (percent of control), % at 10 µM; hit rate 0.48% among 310,000;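 active = binding more than 3 SD below its plate's average and above zero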;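 note: hits lower antibody fragment binding to DSG3; some compounds called inactive have numbers as strong as hits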
dFosB act: mouse delta FosB homodimer activation; P13346; purified delta FosB, TAMRA-CDK5 oligo fluorescence polarization; percent of positive-control signal above neutral wells; activation, % at 25 µM; hit rate 0.99% among 340,000;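 active = mean activation above about 17%, with every replicate also reaching it, limit read from the data, passing the limit was not always enough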;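 note: fluorescence polarization rise as delta FosB binds a TAMRA Cdk5 AP-1 oligo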
Target sequence (P13346 whole entry, looked up): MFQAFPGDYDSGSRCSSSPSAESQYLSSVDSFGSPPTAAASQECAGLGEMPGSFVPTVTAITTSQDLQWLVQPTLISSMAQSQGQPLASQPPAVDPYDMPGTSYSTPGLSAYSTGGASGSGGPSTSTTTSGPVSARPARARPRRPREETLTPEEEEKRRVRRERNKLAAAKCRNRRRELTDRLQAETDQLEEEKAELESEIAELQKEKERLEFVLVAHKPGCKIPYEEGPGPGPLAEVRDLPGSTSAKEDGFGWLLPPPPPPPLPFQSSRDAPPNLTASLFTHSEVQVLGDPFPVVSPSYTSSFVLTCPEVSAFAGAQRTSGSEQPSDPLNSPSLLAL
PKA-R1A activ: PKA-R1A complex activation | P00514+P68181 | PKA-R1A dissociation, Cy5-IP20 fluorescence polarization; scaled: DMSO 0%, 113 µM cGMP 100% | activation, % at 11.4 µM | hit rate 0.083% among 340,000 | AID 504707;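 active = percent activation above the mean of all tested compounds plus 3 SD, cut at about 19% in these data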;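 note: higher means more PKAc released from R1A so a rise in polarization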
Arr AP2 block: blocks beta-arrestin peptide binding to AP2 adaptin. FITC-arrestin peptide / GST-AP2 beads, flow cytometry; AP2 beta2 appendage carries R879A mutation. inhibition, % at 10 µM. hit rate 0.31% among 340,000. AID 504490;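 active = inhibition above a set limit, near 3 SD of compounds lacking own fluorescence, cut at about 54% in these data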;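 note: plate controls were DMSO wells for no effect and 5 µM unlabelled arrestin peptide for full effect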
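System: GST-AP2 R879A glutathione beads | Also added: FITC-arrestin peptide, 50 nM | Times: 12 min plus 1 h, RT | Signal: Bead flow cytometry, FITC channel | Buffer or medium: PBS with 0.05% Tween 20 and 0.1% BSA | Read-out basis: Percent drop in bead-associated FITC signal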
NSD2 inh: inhibitors of human histone methyltransferase NSD2. NSD2 peptide methylation, AlphaScreen, 120 min. inhibition, % at 12.5 µM. hit rate 0.54% among 310,000. AID 743445; in the data active = inhibition above about 50%
SR-BI uptake up: enhances SR-BI lipid uptake from DiI-HDL; AID 504775; CHO ldlA[mSR-BI] cells, DiI-HDL uptake fluorescence, 3 h; 100 = double the neutral-control signal; activation, % at 12.5 µM; hit rate 0.096% among 320,000;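 active = mean replicate activation of at least 60% and every replicate at or above 60%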;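 note: 0% = median plate neutral-control signal and 100% = twice that signal; values of inactives mirror those of a sister screen read the other way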
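Material – SR-BI-overexpressing, LDLR-lacking CHO cells · Medium – BSA-supplemented, HEPES-buffered Ham's F12, pH 7.4 · Doses – single concentration · Times – compound with DiI-HDL co-incubation, 3 h at 37 °C · Measured by – bottom-read fluorescence, 550/595 nm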
SUMO Mot1 rescue: inhibitors of SUMOylation pathway: yeast Mot1-301 growth rescue | S. cerevisiae Mot1-301 growth rescue, ATP luminescence, 38.5C; percent above DMSO median, 100 means doubled | growth rescue, % at 18.8 µM | hit rate 1% among 320,000;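 active = every valid replicate shows activation above 250% relative to neutral control wells; inactive = the rest, any valid replicate at or below 250%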;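 note: OY570 slx delta 5 strain wells were the positive control but not used for scaling; some compounds called inactive have numbers as strong as hits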
PKA-R2B act: PKA-R2B complex activation. PKA-R2B holoenzyme dissociation, Cy5-IP20 fluorescence polarization; R2B truncated from residue 108, S112A mutant; 0% DMSO only, 100% 113 µM cGMP. activation, % at 11.4 µM. hit rate 0.079% among 340,000. AID 504700;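 active = activation above a cutoff set at the mean over all compounds plus 3 SD, cut at about 18% in these data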;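 note: higher means more holoenzyme dissociation and a rise in polarization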
Target sequence (P31323 whole entry, looked up, other chains not shown, the tested form may be a part): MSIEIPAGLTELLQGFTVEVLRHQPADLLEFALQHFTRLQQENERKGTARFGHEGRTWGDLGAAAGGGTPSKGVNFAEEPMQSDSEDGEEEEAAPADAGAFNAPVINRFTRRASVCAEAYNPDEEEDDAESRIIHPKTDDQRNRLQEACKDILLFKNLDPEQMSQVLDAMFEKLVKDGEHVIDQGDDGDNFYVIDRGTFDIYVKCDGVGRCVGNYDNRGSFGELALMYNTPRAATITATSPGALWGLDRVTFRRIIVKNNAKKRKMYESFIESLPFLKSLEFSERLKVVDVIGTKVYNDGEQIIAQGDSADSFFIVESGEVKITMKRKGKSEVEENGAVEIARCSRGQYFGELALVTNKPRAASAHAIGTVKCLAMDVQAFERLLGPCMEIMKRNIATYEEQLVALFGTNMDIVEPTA
* = called active by the depositor; . = no result given.

SMILES	SR-BI DiI inh	MITF act	CDK5 inh	Pemphigus Ab inh	dFosB act	PKA-R1A activ	Arr AP2 block	NSD2 inh	SR-BI uptake up	SUMO Mot1 rescue	PKA-R2B act
COc1ccccc1C(=O)C1CCCN(C(=O)Nc2ccccc2F)C1 (configuration not stated)	-5	36	-1.1	104	-5	3	4	-5	5	-11	-1
O=C(Cc1ccccc1)Nc1nnc(-c2cccc([N+](=O)[O-])c2)s1	-18	1	1.3	89	-6	3	4	-1	18	-6	1
Fc1ccc(-c2onc3ccc(C4OCCO4)cc23)cc1	-10	5	2.6	85	-1	-8	7	-1	10	-11	-4
Nc1[nH]n(-c2c(Cl)cc(Cl)cc2Cl)c(=O)c1N=Nc1ccc(S(=O)(=O)Nc2ncccn2)cc1	-4	1	-0.2	99	-11	-13	6	4	4	1	2
COc1cccc(CNC(=O)c2cccc(S(=O)(=O)N3CCN(c4ccc(F)cc4)CC3)c2)c1	3	-11	0.5	108	-14	6	36	0	-3	9	-8
CCNc1ccc(S(=O)(=O)N2CCCCC2)cn1	4	3	-1.7	99	2	-5	-7	-1	-4	-11	2
FC(F)(F)c1cccc(NC(=S)N2CCN(c3cccc(C(F)(F)F)c3)CC2)c1	39	6	-1.0	103	-2	-20	10	-2	-39	-12	-1
COc1ccc(-c2nc(CSCC(=O)NCc3ccc4c(c3)OCO4)c(C)o2)cc1	-34	.	1.1	109	1	-6	4	.	34	-17	-1
Cc1ccc(C(C(=O)NC2CCCCC2)N(Cc2ccco2)C(=O)Cc2c[nH]c3ccccc23)o1 (configuration not stated)	-5	.	0.0	79	5	-12	30	1	5	.	-8
O=C(NNC(=S)NC1CCCCC1)c1sc2ccccc2c1Cl	1	2	1.7	104	-2	10	37	6	-1	-7	2
COc1ccc(CNC(=O)CN(Cc2ccc(Cl)cc2)S(=O)(=O)c2ccccc2)cc1	9	-6	1.0	99	-6	-10	7	-3	-9	-7	-14
CC(=O)CSc1nc(N)c(C#N)c(-c2cccs2)c1C#N	39	.	-0.4	.	-6	-1	46	7	-39	69	-1
CC(=O)N1CCN=C1SCc1cccc(F)c1	0	2	0.2	105	0	-5	3	-3	0	-17	5
S=c1nc(-c2ccccc2)n(CCCN2CCOCC2)c2c1CCCC2	1	2	-1.5	104	-1	4	2	1	-1	1	-6
COC(=O)Nc1ccc(S(=O)(=O)Nc2ccccc2F)cc1	-1	-2	-0.6	105	1	-5	15	-5	1	0	9
COc1ccc(-c2[nH]ncc2CN(C)Cc2cccnc2)c(F)c1	-3	-1	-0.4	96	-9	2	-8	2	3	-3	-5
CCCNc1nc(C)cc(-c2cc(-c3ccccc3)on2)n1	39	47	-2.8	99	-3	-1	.	.	-39	12	-10
Cc1cc(C)c(OCC(=O)OCC(=O)N2c3ccccc3CC2C)c(C)c1 (configuration not stated)	-4	0	0.3	100	1	7	29	-1	4	1	4
CCSC1=NCCN1S(=O)(=O)c1ccc(Cl)cc1	-3	0	0.6	90	0	8	0	-9	3	13	-7
O=C(NC(c1cccnc1)C(F)(F)F)c1cc(COc2ccc3c(c2)CCCC3)on1 (configuration not stated)	32	5	.	108	3	-1	7	-3	-32	-8	-7
Cc1ccc(C(CNC(=O)c2ccco2)N2CCN(C)CC2)cc1 (configuration not stated)	-36	0	1.3	102	1	-6	-3	8	36	-15	2
CC(C)N1C(=O)NC2(c3ccccc3)N(C)C(=O)N(C)C12c1ccccc1 (configuration not stated)	-25	5	0.7	99	1	0	37	2	25	-5	-7
CN(C)c1ccc(C2CC(c3cccc(NS(C)(=O)=O)c3)=NN2C(=O)c2ccccc2)cc1 (configuration not stated)	.	-4	1.3	99	1	-6	-5	1	.	-4	-1
CCN1CCN(C(=O)c2ccc(CNS(=O)(=O)c3cccc(OC)c3)cc2)CC1	-6	-3	-0.9	113	-6	-3	38	3	6	4	3
Cc1cccc2cc(C#N)c(NCCNC(=S)NCCCN3CCOCC3)nc12	7	0	3.1	100	-9	1	4	.	-7	13	-10

Whole records, quoted from the list.
CCN1CCN(C(=O)c2ccc(CNS(=O)(=O)c3cccc(OC)c3)cc2)CC1 is entered as SR-BI DiI inh = -6; MITF act = -3; CDK5 inh = -0.9; Pemphigus Ab inh = 113; dFosB act = -6; PKA-R1A activ = -3; Arr AP2 block = 38; NSD2 inh = 3; SR-BI uptake up = 6; SUMO Mot1 rescue = 4; PKA-R2B act = 3
Nc1[nH]n(-c2c(Cl)cc(Cl)cc2Cl)c(=O)c1N=Nc1ccc(S(=O)(=O)Nc2ncccn2)cc1 is entered as SR-BI DiI inh = -4; MITF act = 1; CDK5 inh = -0.2; Pemphigus Ab inh = 99; dFosB act = -11; PKA-R1A activ = -13; Arr AP2 block = 6; NSD2 inh = 4; SR-BI uptake up = 4; SUMO Mot1 rescue = 1; PKA-R2B act = 2

The main list resumes, repeating the 2 entries before the break.
SMILES	SR-BI DiI inh	MITF act	CDK5 inh	Pemphigus Ab inh	dFosB act	PKA-R1A activ	Arr AP2 block	NSD2 inh	SR-BI uptake up	SUMO Mot1 rescue	PKA-R2B act
CCN1CCN(C(=O)c2ccc(CNS(=O)(=O)c3cccc(OC)c3)cc2)CC1	-6	-3	-0.9	113	-6	-3	38	3	6	4	3
Cc1cccc2cc(C#N)c(NCCNC(=S)NCCCN3CCOCC3)nc12	7	0	3.1	100	-9	1	4	.	-7	13	-10
COc1cc(OC)nc(Oc2ccc(NC(C)=O)cc2)n1	-1	16	-1.2	87	0	0	-20	-2	1	7	6
COCC(=O)N(Cc1cc2cc(C)ccc2[nH]c1=O)c1cccc(C)c1C	-2	-7	-4.1	105	-4	-5	8	13	2	7	-5
O/N=C(\c1ccccn1)C1CC1c1ccccc1 (configuration not stated)	-19	0	-0.7	101	-3	3	11	-1	19	519	5
CN(C)CCNC(=S)Nc1ccc(Cl)cc1	-13	.	1.8	109	7	-3	31	0	13	-18	7
CCCCC(=O)NNC(=S)NC(=O)c1cccc([N+](=O)[O-])c1	-5	.	2.6	.	1	-11	-2	2	5	-12	-2
CC(C)(C)c1cn(-c2ccc(Cl)cc2)c(=S)[nH]1	-28	.	-0.9	100	0	5	-7	-3	28	8	16
Cn1[nH]c(C(F)(F)F)c(C=Nc2ccc(Cl)cc2)c1=O	-15	-7	0.2	84	3	3	4	-2	15	-11	-9
CCn1c(=O)c(C(=O)CN(C)Cc2ccc(F)cc2)c(N)n(Cc2ccccc2)c1=O	-22	2	0.6	98	-13	-17	11	0	22	17	-2
COc1cc(CNC(=O)C2CCC(=O)N(C3CCCCCC3)C2)cc(OC)c1 (configuration not stated)	3	2	-2.0	106	-3	-3	-6	-1	-3	18	2
COc1ccccc1N(C)S(=O)(=O)c1ccc(Cl)c(C(=O)Nc2ccncc2)c1	37	-4	-0.9	104	-11	1	5	0	-37	-15	-2
CCOC(=O)C1=C(C)N=c2s/c(=C\c3ccc(OCC(=O)O)cc3)c(=O)n2C1c1ccc(OC(C)C)cc1 (configuration not stated)	.	4	1.8	98	-10	-1	40	11	.	8	-11
CCN(CC)CCn1c2ccccc2c2cnc(N=CN(C)C)c(C#N)c21	7	-5	-1.0	106	29*	-13	4	10	-7	10	-2
CC(NC(=O)CN(C)Cc1cccc(Cl)c1)c1ccccc1 (configuration not stated)	.	2	-6.0	97	-8	-5	-5	-1	.	-2	7
O=C(c1ccco1)N1CCN(c2cc(=O)n(-c3ccc(Cl)cc3)c(=O)[nH]2)CC1	-4	-6	0.9	105	-2	-15	-3	.	4	17	-11
CC(C)(OC(=O)c1ccc(C#N)cc1)c1cc2ccccc2c(=O)o1	0	-7	-0.2	107	-1	-10	-9	.	0	-17	-7
COc1ccc(NC(=O)CCCn2c(=O)c3sccc3n(Cc3ccccc3)c2=O)cc1	-2	-5	-0.4	103	5	-19	2	0	2	3	-2
Cc1nnc(SCC(=O)NC2CCCCCC2)n1C(C)C	13	-6	-0.6	114	0	-2	-2	.	-13	-5	-2
CCCCOC(=O)Nc1ccc(S(=O)(=O)Nc2ncccn2)cc1	9	-3	0.9	95	4	.	46	0	-9	-5	.
CCCc1nc2ccccc2c(=O)n1N	-12	-10	-0.8	102	0	-1	5	1	12	-3	-7
Cc1cc(NC(=O)C2C3C(=O)N(Cc4ccc(Cl)cc4)C(C(=O)NC4CCCCC4)C34C=CC2(C)O4)no1 (configuration not stated)	-8	0	2.2	104	0	-14	-7	0	8	-5	-9
CSc1ccc(/C=N/NC(=O)CN2CCN(Cc3ccccc3Cl)CC2)cc1	-13	13	-1.2	104	-12	-4	2	2	13	145	5
Cc1ccc(C(=O)Nc2ccc3c(c2)OCO3)o1	-4	13	2.0	104	-12	4	8	-2	4	-5	-9
O=C(/C=C/c1ccccc1Cl)Nc1ccccc1	24	.	1.7	103	-10	.	2	-2	-24	18	.
Cc1ccc(C)c(S(=O)(=O)NCc2ccc(C(=O)N3CCN(c4ccccc4)CC3)cc2)c1	20	2	-0.2	103	-11	-11	5	.	-20	-8	4

6 compounds out of the list above, ordered by the number in SR-BI DiI inh, descending:
SMILES	SR-BI DiI inh	MITF act	CDK5 inh	Pemphigus Ab inh	dFosB act	PKA-R1A activ	Arr AP2 block	NSD2 inh	SR-BI uptake up	SUMO Mot1 rescue	PKA-R2B act
CCN(CC)CCn1c2ccccc2c2cnc(N=CN(C)C)c(C#N)c21	7	-5	-1.0	106	29*	-13	4	10	-7	10	-2
COCC(=O)N(Cc1cc2cc(C)ccc2[nH]c1=O)c1cccc(C)c1C	-2	-7	-4.1	105	-4	-5	8	13	2	7	-5
Nc1[nH]n(-c2c(Cl)cc(Cl)cc2Cl)c(=O)c1N=Nc1ccc(S(=O)(=O)Nc2ncccn2)cc1	-4	1	-0.2	99	-11	-13	6	4	4	1	2
Cc1ccc(C(C(=O)NC2CCCCC2)N(Cc2ccco2)C(=O)Cc2c[nH]c3ccccc23)o1 (configuration not stated)	-5	.	0.0	79	5	-12	30	1	5	.	-8
Cc1cc(NC(=O)C2C3C(=O)N(Cc4ccc(Cl)cc4)C(C(=O)NC4CCCCC4)C34C=CC2(C)O4)no1 (configuration not stated)	-8	0	2.2	104	0	-14	-7	0	8	-5	-9
CC(C)(C)c1cn(-c2ccc(Cl)cc2)c(=S)[nH]1	-28	.	-0.9	100	0	5	-7	-3	28	8	16
